Screens (PubChem BioAssay)
TAG inh = inhibitors of triacylglycerol accumulation, primary screen, cell-based, uHTS, fluorescence, H9c2 | 230,000 compounds, 0.66% hits | H9c2 cells, Nile Red lipid (TAG) fluorescence; cells loaded with 200 µM oleic acid | inhibition, % at 12.5 µM;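 active = pattern-corrected inhibition of lipid staining of at least 50% with the nuclear-stain viability signal not falling by more than 50%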;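 note: 0% = DMSO wells and 100% = triacsin C control wells; some results filed as inactive read as strong as hits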
TAG inh DAPI viability = also measured in TAG inh; calls as there; DAPI nuclei signal change (viability), lower = more cytotoxic, %;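 whole-well DAPI fluorescence read on a plate reader as a viability signal; minus 50 percent equals half of cells still viable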
Active calls of the source: *. A portion of the library. The share of hits here may be higher or lower than overall.

Start of the data: the first 6 records, to show the layout:
SMILES | TAG inh | TAG inh DAPI viability
CC1Cc2cc(/C(O)=C3/C(=O)C(=O)N(CC4CCCO4)C3c3ccco3)ccc2O1 (stereo not drawn) | 13.7 | -5.7
Cn1ncc(Cl)c1C(=O)N1CCN(c2cccc(Cl)c2)CC1 | 13.5 | 1.7
CSc1cccc(NC(=O)COC(=O)C2(c3ccccc3)CC2)c1 | -47.0 | 0.4
CCn1c(C)[n+](CCOC(C)=O)c2cc(Cl)c(Cl)cc21 | -5.2 | -5.7
COC(=O)C(NC(C)=O)(Nc1nc2ccc(C)cc2s1)C(F)(F)F (stereo not drawn) | -1.0 | 11.8
Cc1nnc(SCC(=O)NC2CCS(=O)(=O)C2)n1Cc1ccccc1 (stereo not drawn) | 16.6 | -6.6

The list itself, repeating the preview:
SMILES | TAG inh | TAG inh DAPI viability
CC1Cc2cc(/C(O)=C3/C(=O)C(=O)N(CC4CCCO4)C3c3ccco3)ccc2O1 (stereo not drawn) | 13.7 | -5.7
Cn1ncc(Cl)c1C(=O)N1CCN(c2cccc(Cl)c2)CC1 | 13.5 | 1.7
CSc1cccc(NC(=O)COC(=O)C2(c3ccccc3)CC2)c1 | -47.0 | 0.4
CCn1c(C)[n+](CCOC(C)=O)c2cc(Cl)c(Cl)cc21 | -5.2 | -5.7
COC(=O)C(NC(C)=O)(Nc1nc2ccc(C)cc2s1)C(F)(F)F (stereo not drawn) | -1.0 | 11.8
Cc1nnc(SCC(=O)NC2CCS(=O)(=O)C2)n1Cc1ccccc1 (stereo not drawn) | 16.6 | -6.6
CCOc1ccc2[nH]cc(C(=O)NCc3ccc(F)cc3)c(=O)c2c1 | -0.8 | -7.3
CCc1c(C2(O)CCCCC2)[nH]c2ncccc12 | -3.3 | -17.9
COc1ccc(C(=O)CSC#N)cc1OC | -3.4 | -1.9
Cn1nnnc1SCCOc1ccc(C#N)cc1 | 3.1 | 5.4
O=c1c2cc(Br)ccc2nc2n1CCCCC2 | 15.3 | -3.9
CCOCC(=O)Nc1ccc2c(c1)OCCO2 | 12.9 | 6.4

Four consecutive compounds already listed:
SMILES | TAG inh | TAG inh DAPI viability
COc1ccc(C(=O)CSC#N)cc1OC | -3.4 | -1.9
Cn1nnnc1SCCOc1ccc(C#N)cc1 | 3.1 | 5.4
O=c1c2cc(Br)ccc2nc2n1CCCCC2 | 15.3 | -3.9
CCOCC(=O)Nc1ccc2c(c1)OCCO2 | 12.9 | 6.4

Continued:
SMILES | TAG inh | TAG inh DAPI viability
Cc1ccccc1-n1nnnc1SCC(C)C | 2.3 | -8.7
O=C(Nc1ccccc1N1CCOCC1)c1cc2c(s1)CCCCC2 | -2.8 | -2.7
CC(C)[C@H](NC(=O)c1ccccc1Cl)C(=O)OCC(=O)N1CCCCC1 | -4.3 | 4.9
O=C(NCCN1CCCCC1)c1ccc(=O)oc1 | 0.3 | 2.0
Cc1ccc(/C=C/C(O)=C2/C(=O)N(C)C3(C)CC2c2ccccc2O3)cc1 (stereo not drawn) | -9.7 | 6.5
c1nnc(NC2=NCCC2)s1 | 0.4 | 9.4
CC(=O)Nc1ccc(-c2ccnc3c2CC(C)(C(=O)Nc2ccc(Cl)cc2)O3)cc1 (stereo not drawn) | 8.4 | -17.3
O=C(Nc1ccc(-c2noc(COc3ccccc3Cl)n2)cc1)c1ccco1 | -3.6 | 5.4
C=CCOc1ccccc1/C=N/n1nnnc1N | 8.8 | -0.7
CC(=O)CSc1ccc(-c2nc3cc(C)c(C)cc3[nH]2)cn1 | 25.3 | 23.9
CC(=O)c1ccc(S(=O)(=O)NCCc2cn3ccc(C)cc3n2)cc1 | 2.6 | -0.7
Cc1noc(C)c1NC(=O)N(C)C[C@@H]1Oc2ncc(C#CC3CC3)cc2C(=O)N([C@@H](C)CO)C[C@@H]1C | -19.4 | 12.7
Cc1ccsc1C(=O)N1CCCC(C(=O)c2cc(F)ccc2F)C1 (stereo not drawn) | -16.6 | 3.4
Cc1cc(NC(=O)c2cc3ccccc3o2)ccc1NC(=O)c1ccccc1 | 23.6 | 8.3
COc1ccc(Cl)cc1NC(=O)COC(=O)CNC(=O)C1CCCCC1 | -25.4 | 2.6
Cc1cc(C)cc(SCc2noc(C(=O)NCC3CCCO3)c2C(=O)O)c1 (stereo not drawn) | -13.0 | 3.0
O=C(CCN1C(=O)C2CCCCC2C1=O)Nc1cc([N+](=O)[O-])ccc1Cl (stereo not drawn) | 17.2 | -6.5
COc1ccccc1NC(=O)Cn1cc(C(=O)c2ccco2)c2ccccc21 | -10.9 | 3.3
CCOc1ccccc1OCCCC(=O)N1CCN(S(=O)(=O)c2ccccc2C#N)CC1 | 17.5 | -12.2
CC1(C)CC(N(Cc2ccccc2)C(=O)Cc2ccccc2)CCO1 (stereo not drawn) | -1.8 | -5.5
COC(C[C@H]1O[C@H]1[C@@H](O)[C@H](C)OCc1ccccc1)OC | -3.7 | -2.3
COc1ccc(OC)c(/C=C/C(=O)OCC(=O)NCc2ccco2)c1 | -11.7 | 11.0
COCc1ccccc1C1=CC(=O)C[C@H](c2ccc(OC)cc2)C1 | -17.1 | -1.9
CC(=O)Nc1ccc(S(=O)(=O)N(C)Cc2cnn(C)c2)cc1 | 3.3 | 0.9
Cc1ccc(Cn2ncc3c(N4CCCC4)ncnc32)cc1 | -29.7 | 1.7
COc1ccccc1C(=O)n1nc(-c2ccco2)nc1N | 4.8 | 12.4
O=C1c2cccnc2C(=O)N1Cc1ccc(Cl)cc1 | 7.1 | -11.1
Cc1cc(C(C#N)c2ccc(Cl)cc2)c(Cl)cc1NC(=O)c1cc(I)cc(I)c1O (stereo not drawn) | 23.6 | -3.4
C/C(N)=C(/C#N)C(=O)CSc1n[nH]c(-c2cccs2)n1 | 6.8 | -1.5
COc1cc2[nH]ccc(=O)c2cc1OC | 4.5 | 132.9
Cc1occc1C(=O)NCc1ccccc1 | -7.8 | 12.1
Cc1cccc(C(=O)NC2CCN(S(=O)(=O)c3ccc(F)cc3)CC2)c1 | 3.3 | -1.4
CC(=O)c1cccc(NC(=O)N2CCCC2C(=O)NCc2ccc(C)cc2)c1 (stereo not drawn) | -21.4 | 7.7
CN1CCC(N(C)CC(O)c2ccccc2)CC1 (stereo not drawn) | 3.8 | -13.2
Cc1ccc(-c2nnc(SCC(=O)Nc3ccc4c(c3)OCCO4)n2N)cc1 | 2.4 | 3.3
C/C(CC(=O)N1CCN(C=O)CC1)=N\NC(=O)c1ccc(Cl)cc1 | 7.3 | 1.6
CCn1ccnc1CN1CCC(n2nccc2NC(=O)CCc2ccccc2)CC1 | 12.1 | -0.3
Cc1cc(N(C)C)nc(Nc2ccccc2)n1 | 2.5 | 0.8
O=C(NCc1ccccc1)C1=C[C@H](c2ccc(Br)cc2)C[C@H](OCc2ccc(CO)cc2)O1 | -0.9 | -3.4
Cc1ccc(S(=O)(=O)c2cc(N3CCOCC3)nc(-c3ccccc3)n2)cc1 | 6.4 | 7.5
CC1Cc2ccccc2N1C(=O)COc1ccc2c(c1)OCO2 (stereo not drawn) | -32.7 | -0.2
Oc1ccccc1-c1nnc(COc2ccc(Cl)cc2Cl)o1 | 13.8 | -8.0
CCOc1ccc(CCNC(=O)CN2C(=O)NC3(CCCCCC3)C2=O)cc1OCC | 30.8 | 1.6
O=C(Nc1cccnc1)c1cnc2ccccc2n1 | 4.7 | -5.1
N#CCc1c(C#N)c(N)nc(N2CCN(c3ccc(F)cc3)CC2)c1C#N | -16.4 | 20.4
O=C(COC(=O)c1ccccc1NCCO)NCCC1=CCCCC1 | -1.4 | 13.4
CCCCNCC1C(Oc2ccc(Cl)cc2)C(=O)N1c1ccccc1C (stereo not drawn) | 7.0 | 11.5
O=C(Nc1cccnc1)c1ccc(Br)c(S(=O)(=O)N2CCCC2)c1 | 3.3 | 9.5
CCN1CCN(S(=O)(=O)c2ccc(OC)c(Br)c2)CC1 | -12.7 | -3.2
O=c1cc(-c2ccccc2Cl)oc2cccc(O)c12 | 13.5 | -3.3
C#CCNC(=O)C1=C[C@H](c2ccccc2)C[C@H](OCCCCO)O1 | -82.2 | 4.0
COC(=O)[C@@]12CCCCN1[C@H](c1ccc(-c3ccc4c(c3)OCO4)c(OC)c1)[C@@H]1C(=O)N(C)C(=O)[C@@H]12 | 3.8 | -45.0
CCN(CC)S(=O)(=O)c1ccc(C(=O)OCCNC(=O)c2cccnc2)cc1 | -2.1 | 21.4
COc1ccc(OC)c(S(=O)(=O)N2CCC(C(=O)NCc3ccc4c(c3)OCO4)CC2)c1 | -4.6 | -5.6
COc1ccc(CNC(=O)C(C)N2C(=O)NC3(CCCCCCC3)C2=O)cc1 (stereo not drawn) | 9.1 | 5.0
Cc1ccc(S(=O)(=O)N2CCC(C(=O)Nc3ccc(S(=O)(=O)N4CCOCC4)cc3)CC2)cc1 | -1.5 | -6.4
CC1(C)Cc2cccc(OCC(=O)Nc3cccnc3Cl)c2O1 | -6.8 | 12.1
NC(=O)c1cc(S(=O)(=O)N2CCCC2)ccc1OCCOc1ccccc1 | -5.6 | 6.2
O=C(COc1ccc(Cl)cc1Cl)N/N=C/C1CC=CCC1 (stereo not drawn) | -18.8 | 0.2
COC(=O)c1cc(=O)n(CCc2ccc(OC)cc2)c(=Nc2ccc(F)c(Cl)c2)s1 | 5.1 | -35.2

(cont.)
SMILES | TAG inh | TAG inh DAPI viability
CCn1c(-c2ccc(OC)c(OC)c2)n[nH]c1=S | -2.1 | -7.7
CN(C(=O)COC(=O)C1COc2ccccc2O1)c1c(N)n(Cc2ccccc2)c(=O)[nH]c1=O (stereo not drawn) | -7.0 | 0.4
O=C(CNc1ccc2ccccc2c1)N/N=C/c1ccccn1 | -0.6 | 7.0
CC(Oc1ccc(F)cc1)C(=O)Nc1ccccc1C(=O)NC1CC1 (stereo not drawn) | -16.8 | 2.2
CC(OC(=O)CN1C(=O)NC2(CCCC2)C1=O)C(=O)Nc1cccc(Cl)c1Cl (stereo not drawn) | 10.1 | 2.9
O=C(NCc1cc(Cl)cc(Cl)c1)c1ccc2nc([C@@H]3O[C@H](CO)[C@@H](O)[C@H]3O)[nH]c2c1 | 3.1 | 4.7
COc1ccc(CCC(=O)OCC(=O)NCc2ccc3c(c2)OCO3)cc1 | -13.6 | 3.3
Cc1nn(-c2ccccc2)c(C)c1NC(=O)COC(=O)c1ccccc1 | 9.6 | 8.2
Cc1ccc(N2CCN(C3=NC(=O)/C(=C\c4cccs4)S3)CC2)cc1 | -9.4 | 6.0
O=C(O)c1cc(S(=O)(=O)N2CCCCC2)ccc1N1CCOCC1 | -9.2 | -0.7
CC1(C)C(=O)Nc2ccccc2N1C(=O)COC(=O)c1cccc(O)c1 | -12.1 | 10.0
CSCCC(NC(=O)c1ccc(Cl)cc1)C(=O)O (stereo not drawn) | 5.8 | -11.4
COc1cc2c(cc1OC)C(c1cc(OC)c(OC)c(OC)c1)NCC2 (stereo not drawn) | -0.1 | -2.3
COc1cc(NC(=O)c2cccc(NC3=NC4CS(=O)(=O)CC4S3)c2)cc(OC)c1OC (stereo not drawn) | 12.0 | -8.6
COC(=O)C1=C(C)N(CCCC(=O)O)C(=O)NC1c1cc2c(cc1[N+](=O)[O-])OCO2 (stereo not drawn) | 13.8 | -3.0
CCC(=O)Nc1ccc(OC)cc1OC | 12.6 | 1.8
C/C=C(\C)C(=O)NCCN1C2=NC[C@H](C(C)C)N2C[C@@H]1Cc1ccc(OC)cc1 | 12.0 | 1.4
C/C(=N\NC(=O)c1ccc(N(C)C)cc1)c1cccnc1 | 3.6 | -1.8
CCOC(=O)c1oc2c(CN3CCN(CCO)CC3)c(O)c(CC)cc2c(=O)c1-c1nc2ccccc2s1 | 4.3 | 7.9
Cc1cccc(NC(=O)c2ccc(S(=O)(=O)N3CCCCC3)cc2)c1 | 10.8 | -4.5
CCOC(=O)c1ccc(Nc2ncnc3ccccc23)cc1 | -13.4 | 9.3
COc1cc2cc(C#N)c(SCC(=O)N3CCOCC3)nc2cc1OC | 13.6 | -15.1
COc1ccc(S(=O)(=O)Nc2ccc(-c3ccc4nnc(C)n4n3)cc2)c(OC)c1 | 31.2 | 7.4
CCn1c(=O)c2[nH]c(Cl)nc2n(CC)c1=O | -8.5 | -2.1
Cc1nnc(NCc2ccncc2)c2ccccc12 | 6.8 | -4.4
O=C(COC(=O)Cc1ccc(Br)cc1)NCC1CCCO1 (stereo not drawn) | 2.5 | -9.4
O=C(O)CCCNc1ccc(S(=O)(=O)N2CCCCC2)cc1 | -10.5 | 10.3
O=c1c2c([nH]c3ccccc13)CCCCCC2 | -12.2 | 0.1
Cc1ccc(NC(=O)NNC(=O)C2CC(c3cccnc3)=NO2)cc1 (stereo not drawn) | -1.4 | -6.1
COc1ccccc1OCCNC(=O)c1ccc(C(C)(C)C)cc1 | 2.1 | 4.5
CCC1(c2ccccc2)NC(=O)N(CC(=O)c2ccc3c(c2)OCO3)C1=O (stereo not drawn) | -4.1 | -3.4
CC1(C(=O)NS(=O)(=O)Cc2cccc(Cl)c2)CCN1C(=O)CCc1ccccc1 (stereo not drawn) | 8.1 | -2.7
O=C(NN1C(=O)C2C(C1=O)C1C=CC2C12CC2)c1ccccc1 (stereo not drawn) | 1.1 | 2.4
COc1cc(OC)c(C2C(C#N)=C(N)OC3=C2C(=O)CC(C)(C)C3)cc1OC (stereo not drawn) | -13.5 | -1.6
O=C(N1CCN(c2ccc(F)cc2)CC1)C12CC3CC(CC(C3)C1)C2 | -18.8 | 8.4
O=C(Nc1nc(-c2nc3ccccc3s2)cs1)C1CC1 | 17.3 | 1.5
O=C(c1ccccc1F)N1CCCC(N2CCN(Cc3ccc4c(c3)OCO4)CC2)C1 (stereo not drawn) | 14.3 | -10.8
